ATXN viability: viability counter-screen for ATXN expression inhibitors; S2 cells (HEK-293 line with an ATXN2-luciferase reporter) viability, CellTiter-Fluor protease fluorescence, 24 h; Potency, µM (highest dose often 56.7 µM), hits mostly cytotoxic; 400,000 compounds, 0.49% hits; AID 651635; further: nearly all actives have a fitted effect of over 40% in size
HepG2 viability: counter-screen for TGF-b inhibitors: cytotoxicity in HepG2 cells | HepG2 CAGA-GFP viability, ATP luminescence, 18 h | Potency, µM (doses to about 46.1 µM), inactives show at the top dose activity change, negative = cytotoxicity, most hits filed as cytotoxic | 410,000 compounds, 0.76% hits | AID 588856; further: some results filed as inactive show a strong effect at the top dose
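HepG2 CAGA-GFP cells (1000/well, DMEM with 1% FBS) received compound, then TGF-beta at 500 pg/mL final, and were incubated 18 hours at 37 degrees C. Viability was read by CellTiter-Glo luminescence. Media-only wells were set as complete cell-killing and DMSO as no toxicity.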
TGFb inhibitor: inhibitors of TGF-b signaling. HepG2 CAGA-GFP TGF-b/SMAD3 reporter, GFP fluorescence, 18 h; TGF-beta stimulated, 500 pg/mL final. Potency, µM (titrated, usually from 46.1 µM), for inactives: top-dose activity, negative = inhibition, usual class: inhibitors. 410,000 compounds, 1.2% hits. AID 588855; further: on the % scale 0 is the no-effect control and ±100 the full control effect; nearly all actives have a fitted effect of over 65% in size
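First, reporter cells (HEPG2 CAGA-GFP) rested 2 h at 37 degrees C. Next, compounds were pinned in and TGF-beta added to 500 pg/mL final. After 18 h, GFP was imaged per cell and summed per well.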
EPAC2 antagonist: blocks human EPAC2 exchange factor; Q8WZA2; EPAC2 GEF exchange of Rap1B-BODIPY-GDP, fluorescence; Potency, µM (highest dose often 114 µM), for inactives: at the top dose activity, negative = inhibition, usual class: inhibitors; 360,000 compounds, 0.18% hits; AID 720708; further: on the % scale 0 is the no-effect control and ±100 the full control effect; nearly all actives have a fitted effect of over 45% in size; many of its hits are not listed in these tables
Target sequence (Q8WZA2 whole entry, looked up): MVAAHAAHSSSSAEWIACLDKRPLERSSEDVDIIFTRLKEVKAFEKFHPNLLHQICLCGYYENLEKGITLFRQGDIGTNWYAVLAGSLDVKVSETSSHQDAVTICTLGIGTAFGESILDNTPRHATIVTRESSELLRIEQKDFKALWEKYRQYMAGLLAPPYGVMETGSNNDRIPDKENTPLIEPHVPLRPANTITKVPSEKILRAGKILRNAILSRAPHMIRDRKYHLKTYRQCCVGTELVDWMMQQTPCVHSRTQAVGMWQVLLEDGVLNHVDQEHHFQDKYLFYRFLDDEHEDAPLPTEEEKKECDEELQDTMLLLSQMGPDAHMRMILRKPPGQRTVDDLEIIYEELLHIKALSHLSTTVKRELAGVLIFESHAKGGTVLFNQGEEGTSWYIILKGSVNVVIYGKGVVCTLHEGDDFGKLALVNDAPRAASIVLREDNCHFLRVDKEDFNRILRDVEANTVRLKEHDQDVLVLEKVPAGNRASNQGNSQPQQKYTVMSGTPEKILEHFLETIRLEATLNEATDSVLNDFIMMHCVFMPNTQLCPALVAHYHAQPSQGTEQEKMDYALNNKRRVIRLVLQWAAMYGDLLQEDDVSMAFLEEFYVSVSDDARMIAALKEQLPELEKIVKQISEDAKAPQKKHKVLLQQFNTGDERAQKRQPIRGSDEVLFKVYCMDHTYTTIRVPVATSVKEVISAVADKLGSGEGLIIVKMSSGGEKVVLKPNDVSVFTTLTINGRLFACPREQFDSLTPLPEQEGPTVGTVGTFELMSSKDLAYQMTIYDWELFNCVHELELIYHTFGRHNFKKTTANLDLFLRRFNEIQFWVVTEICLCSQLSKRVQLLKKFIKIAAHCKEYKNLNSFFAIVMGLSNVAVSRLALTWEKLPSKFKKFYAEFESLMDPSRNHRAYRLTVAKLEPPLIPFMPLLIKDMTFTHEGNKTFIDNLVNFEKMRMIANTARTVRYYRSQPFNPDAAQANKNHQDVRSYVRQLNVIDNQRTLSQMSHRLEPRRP
A549 viability: A549 cytotoxicity, counter-screen for Nrf2 inhibitors | 390,000 compounds, 0.16% hits | AID 504648 | Potency, µM (highest dose often 46 µM), without a hit: top-dose activity change, negative = cytotoxicity, most hits filed as inhibitors | A549 ARE-Fluc cells, CellTiter-Fluor viability, 18-24 h; further: on the % scale 0 is the no-effect control and ±100 the full control effect
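A549 ARE_Fluc cells in 5% FBS OPTI-MEM were exposed to compounds in concentration-response for 18-24 h at 37 deg C. Viability was read by CellTiter-Fluor fluorescence (Ex 405/Em 525) after 30 min, before the luciferase read.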
MCF10A rereplic: DNA re-replication induction in MCF 10a cells | Potency, µM (doses to about 46.1 µM), inactives show at the highest dose activity, positive = re-replication, usual class: activators | MCF 10A DNA re-replication, Hoechst nuclear intensity, 48 h | 350,000 compounds, 2.9% hits; further: % of control where 0% means no effect; nearly all actives have a fitted effect of over 50% in size
ATXN2 expr inh: inhibitors of ATXN2 expression; HEK-293 ATXN2-luciferase reporter, luminescence, 24 h; Potency, µM (series often up to 57 µM), for inactives: top-dose activity change, negative = inhibition, actives largely listed as inhibitors; 360,000 compounds, 0.72% hits; further: on the % scale 0 is the no-effect control and ±100 the full control effect; nearly all actives have a fitted effect of over 55% in size
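qHTS (up to 57 uM final) was run with 24 h compound exposure of reporter cells at 37 °C. Each well was multiplexed: SteadyGlo luminescence measured ATXN2-luciferase expression after a fluorogenic Gly-Phe-AFC viability readout (25 uM final).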
Nrf2 inh: inhibitors of Nrf2 signaling; A549 ARE-Fluc reporter, luciferase luminescence, 18-24 h; Potency, µM (doses to about 46 µM), without a hit: top-dose activity change, negative = inhibition, most hits filed as inhibitors; 360,000 compounds, 2.1% hits; further: on the % scale 0 is the no-effect control and ±100 the full control effect; nearly all actives have a fitted effect of over 60% in size
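Nrf2 activity is the BugLite luminescence, read 15 min after reagent at room temperature, following CellTiter-Fluor cytotoxicity readout (30 min, 37C). Compound titrations were applied for 18-24 h to 5000 A549 ARE_Fluc cells/well in 5% FBS OPTI-MEM.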
Nrf2 activator: Nrf2 pathway activation | Potency, µM (series often up to 46.1 µM), without a hit: at the top dose activation, usual class: activators | AREc32 ARE-luciferase reporter (MCF7-derived line), luminescence, 24 h | 410,000 compounds, 0.31% hits | AID 624171; further: % of control where 0% means no effect; nearly all actives have a fitted effect of over 65% in size
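Quantitative high-throughput format: AREc32 reporter cells, 1000 per well, received compound by pin transfer and were incubated 24 hr at 37 deg C, 5% CO2, before Steady-Glo luminescence detection.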
The depositor's hits bear a star; i = inactive; ? = inconclusive; nt = no result given; [ ] = dose if it differs, or a comment. The call rests on the fitted dose curve; in most records, active means well fitted curve in the direction sought with a large enough effect; inconclusive means small, poorly fitted or top-dose-only effect, or another doubt; inactive means no such curve, though single readings can be large; an effect the other way counts as inactive or inconclusive. Potency means the concentration at half of the fitted maximal effect. A portion of the library; rates above refer to the full screens.

SMILES	ATXN viability	HepG2 viability	TGFb inhibitor	EPAC2 antagonist	A549 viability	MCF10A rereplic	ATXN2 expr inh	Nrf2 inh	Nrf2 activator
COc1ccccc1OCC(=O)N1CCCC(Nc2cccc(F)c2)C1 (configuration not stated)	i	-15.4%	3.4%	-0.7%	7.0%	1.0%	3.8%	24.6%	-0.4%
OC(c1ccc(Cl)c(Cl)c1)c1ncc(-c2ccc(C(F)(F)F)cc2)[nH]1 (configuration not stated)	?	-99.7%	?	-17.3%	nt	nt	?	nt	-2.0%
CC(c1cccnc1)N(C(=O)Nc1ccccc1)C1CCCCC1 (configuration not stated)	i	9.6%	-3.3%	-0.9%	1.5%	-4.7%	12.9%	17.2%	0.1%
CO/N=C/c1ccc(Oc2ccc([N+](=O)[O-])cc2[N+](=O)[O-])c(OC)c1	i	-0.1%	0.0%	7.5%	0.9%	?	23.8%	17.6%	18.3%
O=C(CSc1ccc(-c2ccccc2)nn1)NCc1ccco1	?	-11.5%	25.2%	7.3%	-1.9%	-2.2%	13.1%	5.0%	13.3%
CC(C)Nc1nc(Nc2ccccc2Cl)c2sccc2n1	?	-37.5%	-35.6%	7.1%	nt	nt	-5.6%	nt	7.6%
Cc1cccc(NC(=O)N2CCN(Cc3ccc(Cl)cc3)CC2)c1	i	-17.6%	-38.4%	?	0.3%	12.0%	-20.2%	?	2.1%
COc1cccc(NC(=O)CSc2nnc(Cn3cnc([N+](=O)[O-])n3)n2C)c1	i	13.2%	23.2%	4.5%	0.2%	-7.6%	-16.2%	1.3%	-0.4%
O=C(OCC(=O)N1CCC(Cc2ccccc2)CC1)c1ccc(CO)cc1	i	8.6%	-3.8%	7.3%	4.8%	-1.9%	-20.3%	5.9%	0.1%
CN(C)CCCN(C(=O)c1ccc(S(=O)(=O)N2CCCCCC2)cc1)c1nc2cc3c(cc2s1)OCCO3	i	0.0%	-4.3%	-8.8%	-3.6%	7.8%	-0.4%	18.3%	0.1%
COCc1nnc(NC(=O)c2cccc(NC(=O)c3ccccc3)c2)s1	i	-3.5%	-5.7%	-13.1%	-0.9%	5.9%	4.0%	-21.1%	2.8%
Cc1nc(SCC(=O)NC2CC2)c2c(C)c(C)sc2n1	i	-1.4%	-4.4%	-1.8%	4.1%	8.0%	-15.0%	?	-0.6%
O=C(/C=C/c1cccc([N+](=O)[O-])c1)N1CCN(Cc2ccccc2)CC1	i	-22.2%	?	-4.5%	-4.9%	11.2%	-0.9%	-7.0%	6.4%
CC(C)CCn1c(SC(C)C#N)nc2ccccc2c1=O (configuration not stated)	nt	-18.0%	1.3%	nt	6.4%	nt	nt	-26.1%	nt
CC(=O)Nc1ccc(N=Nc2ccc(O)cc2)cc1	?	6.0%	-2.0%	4.1%	?	?	25.6%	-18.5%	-0.6%
Cc1ccc(/C=C/c2ccc(N(C)C)cc2)[n+](C)c1	?	-13.9%	-0.1%	1.0%	10.3µM*	-11.0%	nt	4.11µM*	2.7%
O=C(COC(=O)c1c2c(nc3ccccc13)CCCC2)Nc1ccc2c(c1)OCO2	?	-87.8%	?	-15.8%	-18.5%	29.2%	?	?	0.3%
CCCCCCc1cc2cc(-c3nnc(-c4ccc(C)cc4)o3)c(=O)oc2cc1O	nt	39.6%	61.7%[activator]	nt	-3.4%	nt	-4.9%	9.0%	1.7%
Cc1ccccc1-n1c([C@@H]2C[C@H]2c2ccccc2)n[nH]c1=S	i	2.1%	24.0%	-1.4%	-12.0%	-2.3%	-3.6%	-3.6%	0.0%
COC(=O)c1sc2nc(SCc3cccc(Cl)c3)n(N)c(=O)c2c1C	i	-2.0%	?	2.3%	4.0%	-44.6%[inhibitor]	-8.0%	6.1%	-0.7%
COc1ccc(S(=O)(=O)c2cnc(SCC(=O)Nc3cc(F)ccc3C)[nH]c2=O)cc1Cl	i	1.3%	0.0%	nt	-1.0%	nt	4.5%	4.4%	-1.0%
Cc1c(NC(=O)c2c([N+](=O)[O-])cnn2C)c(=O)n(-c2ccccc2)n1C	i	-2.7%	6.1%	1.6%	4.9%	-11.3%	-9.2%	4.4%	-0.7%
CCn1cc(C(=O)O)c(=O)c2cc(F)c(N3CCN(C(=S)NC(=O)c4cccc(C)c4)CC3)cc21	i	1.3%	0.0%	0.0%	-2.7%	2.8%	1.4%	-10.4%	-0.5%
CC1CCc2sc(C(=O)NN)cc2C1 (configuration not stated)	i	-10.6%	?	-10.4%	3.1%	5.6%	nt	8.4%	0.4%
Cc1cc2oc(C(=O)Nc3c(C)n(C)n(-c4ccccc4)c3=O)c(C)c2cc1Cl	i	-24.4%	-15.7%	-5.1%	-13.3%	-5.0%	-27.6%	6.9%	0.2%

Profiles, quoted from the list.
Results for COCc1nnc(NC(=O)c2cccc(NC(=O)c3ccccc3)c2)s1 → ATXN viability: i; HepG2 viability: -3.5%; TGFb inhibitor: -5.7%; EPAC2 antagonist: -13.1%; A549 viability: -0.9%; MCF10A rereplic: 5.9%; ATXN2 expr inh: 4.0%; Nrf2 inh: -21.1%; Nrf2 activator: 2.8%
Results for Cc1cccc(NC(=O)N2CCN(Cc3ccc(Cl)cc3)CC2)c1 → ATXN viability: i; HepG2 viability: -17.6%; TGFb inhibitor: -38.4%; EPAC2 antagonist: ?; A549 viability: 0.3%; MCF10A rereplic: 12.0%; ATXN2 expr inh: -20.2%; Nrf2 inh: ?; Nrf2 activator: 2.1%

Remaining list, next part
SMILES	ATXN viability	HepG2 viability	TGFb inhibitor	EPAC2 antagonist	A549 viability	MCF10A rereplic	ATXN2 expr inh	Nrf2 inh	Nrf2 activator
S=C(NCCc1ccccc1)N1CCC2CC1c1cc(-c3ccc4c(c3)OCO4)ccc12 (configuration not stated)	?	-7.5%	?	9.9%	nt	nt	-12.6%	nt	0.4%
Cc1ccc(Nc2nc(NCC3CCCO3)nc(N)c2[N+](=O)[O-])cc1 (configuration not stated)	i	-63.0%	-2.4%	-0.3%	7.1%	11.6%	-6.5%	-7.3%	0.7%
Cc1cccc(NC(=O)CCc2c(C)nn(-c3ccc(N4CCOCC4)nn3)c2C)c1	i	-1.9%	7.3%	-3.9%	-6.6%	-0.6%	1.7%	16.8%	-0.4%
C=CC[C@@H](CC(=O)N[C@@H](CO)Cc1ccccc1)C(=O)N[C@H](COC(=O)[C@@H](CC=C)Cc1ccc(F)cc1)Cc1ccccc1	?	3.3%	-2.6%	-4.2%	-2.3%	1.6%	-31.1%	7.9%	0.3%
C=CCc1ccccc1OCCCCN1CCCC1	?	-19.7%	2.9%	4.7%	-1.2%	4.9%	-13.0%	11.3%	-0.5%
Cn1c(Cn2c(=O)sc3ccccc32)nnc1SCC(=O)NCc1ccc(F)cc1	i	0.6%	14.1%	5.7%	-0.9%	-1.6%	9.8%	25.7%	-0.9%
O=C(Cc1c(F)cccc1Cl)N1CCN(C(=O)c2ccco2)CC1	i	-3.0%	0.1%	3.2%	0.0%[1.84 µM]	3.1%	2.1%	-10.5%	-0.5%
CC(C)O/C(=N/S(=O)(=O)c1ccc(Cl)cc1)c1ccccc1	i	10.9%	6.2%	50.1µM*	12.6%	-37.6%[inhibitor]	0.0%	28.5%	-0.4%
Cc1ccc(F)c([C@H]2C3C=CCC(c4ccccc4)C3C(=O)N2Cc2ccccc2)c1 (some centres not stated)	?	-48.0%	17.8µM*	11.3%	-15.8%	?	-20.8%	?	-1.2%
O=C(c1cccc(S(=O)(=O)N2CCN(c3ccc(F)cc3)CC2)c1)N1CCCC1	i	-6.9%	12.0%	-3.7%	4.1%	87.6%	?	-23.0%	1.8%
CCc1cccc(CC)c1N1C(=O)CSCC1=O	i	0.9%	2.2%	-3.5%	nt	nt	nt	nt	2.6%
COc1ccccc1C(=O)/C=C/c1ccc(N2CCCCC2)c([N+](=O)[O-])c1	nt	-81.7%	?	-6.9%	?	6.51µM*	?	?	2.4%
O=C(NCCc1ccccc1)c1cnn2c(C(F)F)cc(C3CC3)nc12	i	-16.3%	?	-5.8%	-0.9%	18.4%	-6.9%	-28.2%	-0.2%
Cc1cccc(N2CC(C(=O)NCCC3=CCCCC3)CC2=O)c1C (configuration not stated)	i	-13.5%	-2.8%	-3.3%	2.9%	18.6%	-9.1%	27.9%	2.0%
Cc1nc2ccccn2c1C(=O)OCC#N	i	-9.8%	15.7%	0.8%	0.7%	6.8%	-26.0%	-6.0%	-0.7%
O=C(c1ccc(C(F)(F)F)cc1)n1ccc(-c2cccs2)n1	i	9.4%	-3.6%	-0.3%	-1.3%	11.7%	7.1%	1.8%	0.1%
CCOc1ccc(N(CC(=O)NC2CCCC2)S(=O)(=O)c2c(C)noc2C)cc1	i	7.0%	3.1%	6.3%	0.9%	?	6.1%	2.9%	-0.1%
CCOc1ccc(N(C(=O)c2cc3ccccc3oc2=O)C2C=CS(=O)(=O)C2)cc1 (configuration not stated)	i	-11.7%	1.7%	-3.5%	-11.0%	1.6%	-11.5%	-13.0%	8.9%
CCOC(=O)[C@]12CCC=C1N(Cc1ccc3c(c1)OCO3)C(=O)[C@H](CC(=O)NCc1ccc(C)o1)C2	i	nt	nt	?	nt	nt	2.4%	nt	0.5%
Cc1cc(SCC(=O)OCC(=O)N(C)C2CCS(=O)(=O)C2)c(C)cc1Br (configuration not stated)	i	-24.2%	-11.7%	-2.2%	-7.5%	-2.6%	-11.9%	-11.4%	-0.2%
COc1cc(NC(=O)c2cc3nc(C)cc(C)n3n2)c(OC)cc1Cl	i	13.0%	-18.1%	-2.1%	8.9%	?	121.8%[activator]	nt	7.3%
Oc1ccc(Cl)cc1C=Nc1ccc2c3c(cccc13)CC2	nt	-19.1%	-9.5%	1.9%	-2.3%	?	-5.0%	13.6%	2.7%
O=C1C2C3C=CC(C4CC34)C2C(=O)N1Cc1ccco1 (configuration not stated)	i	-8.7%	2.9%	-4.9%	10.2%	6.0%	-3.9%	-21.0%	-0.3%
COc1cc(Cl)c(C)cc1NC(=O)COc1cc(C)nc(C(C)C)n1	i	-17.2%	2.3%	-6.4%	-3.4%	6.2%	-6.8%	-11.3%	-0.3%
CCNC(=O)CSc1nnc(-c2cccc(S(=O)(=O)N3CCOCC3)c2)o1	i	-13.3%	15.7%	-0.5%	1.8%	-13.5%	1.0%	-27.6%	-0.3%

Bioassay records deposited in PubChem by National Center for Advancing Translational Sciences (NCATS).
